M4 PAM – CHRM4 positive allosteric modulation | P08173 | CHO-K1 hM4/Gqi5, Fluo-8 calcium fluorescence, ACh EC20; 0% = ACh EC20, 100% = maximal ACh | activation, % at 3 µM | 0.4% of 360,000 active | AID 624126;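 active = activation above its plate's cutoff, the mean activation of sample wells plus 3 SD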; also: some results filed as inactive read as strong as hits
Target sequence (P08173 whole entry, looked up): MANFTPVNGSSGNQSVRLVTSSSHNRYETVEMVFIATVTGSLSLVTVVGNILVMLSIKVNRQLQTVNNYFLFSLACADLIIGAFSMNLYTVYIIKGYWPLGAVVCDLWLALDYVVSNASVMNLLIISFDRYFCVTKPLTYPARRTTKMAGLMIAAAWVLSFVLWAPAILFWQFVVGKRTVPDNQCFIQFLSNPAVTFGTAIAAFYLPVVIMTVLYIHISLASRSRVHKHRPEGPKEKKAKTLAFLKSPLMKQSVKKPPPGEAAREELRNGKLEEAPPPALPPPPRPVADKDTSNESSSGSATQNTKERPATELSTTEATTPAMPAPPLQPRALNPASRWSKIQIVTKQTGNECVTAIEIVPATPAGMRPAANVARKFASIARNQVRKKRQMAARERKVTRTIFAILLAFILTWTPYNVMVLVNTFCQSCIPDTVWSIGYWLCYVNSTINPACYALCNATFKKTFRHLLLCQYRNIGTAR
CHO-K1 Ca antag – nonselective inhibitor or artifact in parental CHO-K1 cells; ATP-induced calcium, Fluo-8 fluorescence; inhibition, % at 3 µM; 0.6% of 360,000 active; AID 602250;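 active = inhibition above a per-plate cutoff, the plate's mean sample inhibition plus 3 SD, cut at about 24% in these data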;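 also: 0% = DMSO plus EC80 ATP and 100% = DMSO alone without ATP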
CHO-K1 Ca ag – M1 agonist counterscreen hit in parental CHO-K1 cells. activation, % at 3 µM. Fluo-8 calcium fluorescence; scaled to maximal ATP response, vehicle zero. 0.48% of 360,000 active; in the data active = activation above about 15%;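 also: untransfected CHO-K1 host cells lacking M1 receptor as counterscreen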
M1 PAM parental – nonselective activator or artifact in parental CHO-K1 calcium assay; 0.02% of 360,000 active; AID 602247; ATP EC20, Fluo-8 calcium fluorescence; 0% at ATP EC20, 100% at ATP max; activation, % at 3 µM;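 active = activation above the run cutoff, the mean activation of all test compounds plus 3 SD, cut at about 40% in these data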;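 also: peak over basal fluorescence ratio in a 140 s read after ATP addition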
M5 antag – CHRM5 antagonism in calcium assay; CHO-hM5 cells, Fluo-8 calcium fluorescence, ACh EC80; inhibition, % at 3 µM; 0.59% of 360,000 active;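 active = inhibition above a per-plate cutoff, the mean of that plate's test compounds plus 3 SD, cut at about 27% in these data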;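 also: 0% = acetylcholine EC80 with DMSO and 100% = DMSO without agonist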
Target sequence (P08912 whole entry, looked up): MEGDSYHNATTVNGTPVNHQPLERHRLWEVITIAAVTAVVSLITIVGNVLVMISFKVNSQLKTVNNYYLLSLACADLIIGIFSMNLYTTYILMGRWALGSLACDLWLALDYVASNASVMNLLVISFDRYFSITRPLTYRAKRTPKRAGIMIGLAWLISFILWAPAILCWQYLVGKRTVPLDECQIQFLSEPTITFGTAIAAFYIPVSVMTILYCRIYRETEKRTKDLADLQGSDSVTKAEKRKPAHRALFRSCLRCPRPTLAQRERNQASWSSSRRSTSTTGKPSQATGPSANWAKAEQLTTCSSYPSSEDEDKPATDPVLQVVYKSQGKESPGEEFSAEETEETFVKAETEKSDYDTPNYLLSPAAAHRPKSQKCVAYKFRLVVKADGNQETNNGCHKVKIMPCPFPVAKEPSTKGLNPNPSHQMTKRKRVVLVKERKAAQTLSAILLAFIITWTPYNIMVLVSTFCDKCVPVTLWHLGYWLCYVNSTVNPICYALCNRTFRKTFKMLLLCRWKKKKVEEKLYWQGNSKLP
CHRM5 agonist – agonists of human muscarinic M5 receptor (CHRM5); AID 624037; CHO-K1 hM5 cells, Fluo-8 calcium fluorescence; 0% DMSO wells, 100% maximal acetylcholine response; 0.19% of 360,000 active; activation, % at 3 µM;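 active = activation above the run's mean over test compounds plus 3 SD, cut at about 23% in these data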;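 also: signal is peak over basal fluorescence ratio across the kinetic read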
CHRM4 agonist – CHRM4 agonism in calcium assay; CHO-K1 hM4/Gqi5, Fluo-8 calcium fluorescence; vehicle 0%, full acetylcholine response 100%; activation, % at 3 µM; 0.14% of 360,000 active;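 active = activation above the run mean over all test wells plus 3 SD, cut at about 32% in these data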;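 also: peak over basal fluorescence ratio per well then scaled between controls; 0% = DMSO wells and 100% = acetylcholine at EC100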
CHRM5 PAM – positive allosteric modulators of human muscarinic M5 receptor; P08912; CHO-K1 hM5, Fluo-8 calcium, ACh EC20 PAM; 0% = ACh EC20, 100% = ACh EC100; activation, % at 3 µM; 0.3% of 360,000 active;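 active = activation above the run cutoff, the mean activation of all test compounds plus 3 SD, cut at about 18% in these data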
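Probe or stimulus: acetylcholine, EC20 level; Assay system: human M5 receptor in CHO-K1 cells; Schedule: compound preincubation 140 s before EC20 acetylcholine addition; Technique: intracellular calcium via Fluo-8 fluorescence; Dosing: single-point, 3 µM nominal; Read-out basis: percent activation from peak-over-basal fluorescence ratio, scaled EC20-to-EC100 acetylcholine; Repeats: one well per compound, no replicates.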
M4 antag – antagonists of human muscarinic M4 receptor (CHRM4). P08173. CHO-hM4 cells, ACh EC80, Fluo-8 calcium fluorescence. AID 624125. 0.73% of 360,000 active. inhibition, % at 3 µM;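 active = inhibition above its plate's cutoff, the mean inhibition of sample wells plus 3 SD, cut at about 27% in these data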;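 also: 0% = acetylcholine EC80 with DMSO and 100% = DMSO without agonist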
* = called active by the depositor; . = no result given.

cpd	SMILES	CHO-K1 Ca antag	CHRM4 agonist	CHRM5 agonist	M5 antag	M4 antag	CHO-K1 Ca ag	M1 PAM parental	M4 PAM	CHRM5 PAM
1	CCOC(=O)C1CCCN(S(=O)(=O)c2ccc(C)cc2)C1 (stereo unspecified)	8	2	5	7	-6	-0.1	2	-4	-7
2	C=CCn1c(SCC(=O)Nc2ncc(Cc3ccc(Br)cc3)s2)nnc1-c1ccncc1	-29	2	2	-2	-9	0.5	13	11	-3
3	Cc1ccc(OCC(=O)N2CCc3ccccc3C2)c([N+](=O)[O-])n1	-11	3	2	9	2	0.0	11	14	-6
4	Cc1ccc(N(CC(=O)NCc2ccc(F)cc2)C(=O)c2csnn2)c(C)c1	-17	2	-2	4	-2	1.6	12	-1	-1
5	CCCNC(=O)C1(C)CCN(Cc2cc(C(F)(F)F)ccc2Cl)C1 (stereo unspecified)	-4	0	-1	4	-5	0.4	8	2	-1
6	O=C(c1c[nH]c2ccccc12)N1CCN(c2ccccc2)CC1	-19	7	1	3	-1	1.9	1	6	-9
7	COc1ccc(OC)c(CN2CCN(C(=O)CN3C(=O)NC4(CCCC4)C3=O)CC2)c1	1	0	1	2	2	0.5	1	-4	-7
8	CCOC(=O)c1nn(-c2cccc(OC)c2)c2nc(CC)c(C#N)c(=O)n12	-4	-2	0	2	-8	-0.1	23	13	0
9	CC(=O)Nc1ccc(OS(=O)(=O)c2c(C)cc(C)cc2C)cc1	8	9	2	-4	2	5.9	6	-8	-10
10	COc1ccccc1NC(=S)N(Cc1ccco1)Cc1cc2cc(C)c(C)cc2[nH]c1=O	-6	1	-2	4	18	0.4	11	6	1
11	COc1cc(C(=O)NCC(c2ccco2)N(C)C)cc(OC)c1OC (stereo unspecified)	-5	1	-1	6	0	2.0	14	4	-5
12	COC(=O)c1c(C)nn(-c2ccc(OC(F)(F)F)cc2)c1-c1snnc1C	1	13	-2	12	-5	4.6	5	-7	-13
13	O=c1cc([O-])[n+]2c3n1CCCN3CCC2	17	1	0	3	2	0.4	-9	-6	-2
14	C/C=C(\C)CN1CCC(Oc2ccc(C(=O)NCc3ccccn3)cc2)CC1	-10	0	-6	14	8	1.0	13	-9	1
15	CCOc1cc(C(=O)N=c2sccn2C)cc(Br)c1OC	-10	4	1	4	6	2.1	4	-10	-1
16	COc1cccc(C2CCCN2Cc2nc(-c3sccc3C)oc2C)c1 (stereo unspecified)	-5	0	4	4	3	1.1	17	-4	0
17	COC(=O)[C@@]1(Cc2ccc(F)cc2)[C@H]2c3cc(C(=O)N4CCCC4)n(CC4CC4)c3C[C@H]2CN1C(=O)c1ccccc1	-20	12	23	8	-2	12	33	2	-1
18	Cc1ccccc1Cn1c(C(=O)OC(C)C)cc2c1ccn2C	-10	-1	-2	3	0	0.1	14	-8	-4
19	Cc1ccccc1-c1cc2nc(Nc3ccc(F)cc3)n(C)c(=O)c2s1	-16	0	-2	8	10	0.9	10	1	-8
20	Cc1cc(Cl)ccc1C(=O)C1CCCN(C(=O)c2ccc3ncccc3c2)C1 (stereo unspecified)	-4	4	0	-10	-4	0.8	6	12	9
21	COC(=O)c1sccc1NC(=O)CSc1ccccc1NS(=O)(=O)c1ccc(Cl)cc1	-17	1	-14	-8	4	1.7	7	-3	-15
22	CC(C)=CC1C(C(=O)Nc2ccc(S(=O)(=O)N3CCOCC3)cc2)C1(C)C (stereo unspecified)	-1	6	-5	2	-6	0.5	-15	2	-13
23	O=C(Nc1ccccc1F)c1ccccc1-c1ccc(C(F)(F)F)cc1	-6	-3	-2	2	-3	0.7	18	-2	-4
24	Nc1nonc1-n1nnc(C(=O)N/N=C/c2cc(Br)ccc2O)c1CSC1=NCCS1	-10	2	-1	-7	5	2.4	15	-10	0
25	CSc1ccc(Cl)c(C(=O)OCC(=O)NCc2ccco2)c1	0	-1	0	-6	-3	-0.2	10	-1	3

Some of the entries above, reformatted:
The line under a structure holds: CHO-K1 Ca antag | CHRM4 agonist | CHRM5 agonist | M5 antag | M4 antag | CHO-K1 Ca ag | M1 PAM parental | M4 PAM | CHRM5 PAM
15	CCOc1cc(C(=O)N=c2sccn2C)cc(Br)c1OC
    -10 | 4 | 1 | 4 | 6 | 2.1 | 4 | -10 | -1
11	COc1cc(C(=O)NCC(c2ccco2)N(C)C)cc(OC)c1OC (stereo unspecified)
    -5 | 1 | -1 | 6 | 0 | 2.0 | 14 | 4 | -5

Carrying on.
cpd	SMILES	CHO-K1 Ca antag	CHRM4 agonist	CHRM5 agonist	M5 antag	M4 antag	CHO-K1 Ca ag	M1 PAM parental	M4 PAM	CHRM5 PAM
26	CCCOc1ccc(C(C)=O)cc1CN1CCOCC1	-3	0	-3	-4	-17	-0.4	2	-6	3
27	O=C(c1ccc(Cl)c(S(=O)(=O)N2CCCCCC2)c1)N1CCN(c2ccccn2)CC1	-9	18	6	11	-2	12	11	-8	-13
28	Cc1ccc(S(=O)(=O)N(CC(=O)Nc2ccccc2C(=O)O)c2cccc(Cl)c2C)cc1	3	-1	-1	6	7	0.0	8	-1	0
29	CS(=O)(=O)N1CCN(c2ccccc2NC(=O)c2cccs2)CC1	-7	2	3	-2	3	1.3	12	0	-6
30	COC(=O)/C(C#N)=C/c1ccc(OC(=O)c2ccccn2)cc1	-5	1	-1	-2	0	0.8	8	-3	-3
31	COC(=O)NNC(=O)COc1ccc2ccccc2c1Br	2	2	-2	8	3	0.5	9	-1	-4
32	O=C(O)c1cccn2c(=O)c3ccccc3nc12	14	0	-3	-7	-1	-0.2	-5	0	0
33	CCOC(Cn1c(-c2ccc(OC)cc2)nc2ccccc21)OCC	-1	1	-13	6	-5	0.3	14	-10	-5
34	Cc1cc(N2CCCC2)nc2ccccc12	4	2	-8	-11	-10	-0.3	-6	4	8
35	CCS(=O)(=O)NC(=O)C1(C)CCN1C(=O)Cc1ccc(Cl)cc1Cl (stereo unspecified)	-6	1	0	-5	5	0.4	-5	7	-1
36	CSC(=CC(=O)c1ccc(F)cc1)SC	-7	1	-10	6	-11	0.4	10	-3	0
37	CCc1ccc(C(=O)CSc2nnc(C3CC3)n2C2CC2)cc1	-8	1	1	6	2	1.2	12	3	8
38	COCCNC(=O)c1ccc2c(c1)S(=O)(=O)c1cc(Cl)ccc1C2=O	15	1	0	13	0	-0.3	-5	5	4
39	CCc1ccccc1NC(=O)Nc1ccsc1C(=O)OC	-1	1	-6	14	-5	-0.4	4	3	-5
40	CC(=O)c1ccc(NC(=O)C2CCN(S(=O)(=O)c3cccc4nonc34)CC2)cc1	-1	1	-2	10	-5	0.8	-6	0	0
41	Nc1nc2c(Br)ccc(Br)c2cc1C(=O)NCc1cccc2ccccc12	-16	1	0	-7	-15	0.3	14	2	-1
42	Cn1c(N)c(C(=O)CSc2nnc(-c3ccccc3F)n2C2CC2)c(=O)n(C)c1=O	-19	1	-3	9	-4	1.1	-4	2	-4
43	CC(C)CCNC(=O)C(CC(C)C)N(Cc1ccc2c(c1)OCO2)C(=O)c1snc(C(N)=O)c1N (stereo unspecified)	-13	8	-2	10	-8	2.6	-2	-5	-11
44	O=C(Nc1nnc([C@H]2C[C@H](O)[C@@H](CO)O2)s1)C(c1ccccc1)c1ccccc1	-7	0	1	0	0	-0.1	14	3	-2
45	COc1ccc(C(=O)Nc2cc(C)nn2-c2ccc(C)cc2)cc1	-2	2	-3	-5	1	0.6	25	0	9
46	O=C(CCCn1c(=S)[nH]c2ccsc2c1=O)NCCc1ccccc1	5	2	-3	7	-9	0.7	-24	4	-2
47	O=C(C1CC1)N1CCc2cc(S(=O)(=O)NCc3ccccc3)ccc21	-6	12	7	-4	8	7.2	-14	-9	-11
48	O=C(c1ccco1)N1CCN(C(=O)C2CCN(S(=O)(=O)c3cccs3)CC2)CC1	-3	1	5	-2	3	1.4	0	-4	-6
49	CCc1nc(SCC(=O)Nc2ccccc2)c2c(=O)n(C)c(=O)n(C)c2n1	-8	1	0	12	-5	0.9	6	-3	-3
50	C=CCSc1n[nH]c(-c2ccc(OC)cc2)n1	2	0	-4	-2	3	6.5	19	-5	-4
51	Cn1c(=O)n(C)c2cc(NC(=O)CCl)ccc21	-18	0	-2	-1	-6	0.3	16	0	0
52	CC(=O)c1ccc(S(=O)(=O)Nc2cccc(-c3ccc(N4CCOCC4)nn3)c2)cc1	-3	7	1	5	-1	3.5	3	-1	-4
53	O=[N+]([O-])c1ccc(S(=O)(=O)N2CCC3(CC2)OCCN3S(=O)(=O)c2cccs2)cc1	11	5	1	-3	-6	1.1	-3	-4	-1
54	O=C1COc2ccc(C(=O)COC(=O)CNC(=O)C3CCCCC3)cc2N1	2	1	3	2	0	0.1	-3	2	12
55	Cc1cc(N2CCN(C)CC2)nc2ccc(NC(=S)NC3CC3)cc12	19	1	-1	9	10	-0.2	-18	-9	4
56	COC(=O)[C@]12CCCCC=C1N(Cc1ccc3c(c1)OCO3)C(=O)[C@H](CC(=O)NCCCN1CCCC1=O)C2	.	15	5	4	-9	.	.	-13	-13
57	O=C(c1cc2ccccc2oc1=O)N(Cc1ccccc1)Cc1ccc2c(c1)OCO2	4	9	-6	10	-4	3.8	6	-10	-51
58	CC(=O)NC1=NN(C(C)=O)C(C)(c2ccc(Cl)s2)S1 (stereo unspecified)	2	0	-4	-4	-1	0.2	9	-4	6
59	COc1ccc(C2/C(=C(\O)c3cc(C)ccc3C)C(=O)C(=O)N2CCN(C)C)cc1OC (stereo unspecified)	0	1	-3	-13	-8	0.1	3	15	6
60	O=C(O)c1ccc(CNCc2ccc(F)cc2)cc1	1	1	4	-6	-7	-0.2	-5	8	3
61	C[C@@H]1CN([C@@H](C)CO)C(=O)CCCn2nncc2CO[C@@H]1CN(C)S(=O)(=O)c1ccc(F)cc1	-10	1	1	6	-11	-0.1	0	5	-5
62	CCOC(=O)c1ccc(CNC(=O)C2CCCCC2C(=O)OCC(F)(F)F)o1 (stereo unspecified)	3	1	-6	9	3	-0.1	-5	-5	0
63	O=C(Nc1cc(F)ccc1F)N1CCN(c2ccnc3cc(Cl)ccc23)CC1	21	13	3	24	-1	12	-7	-20	-23
64	O=C(Nc1nnc(-c2ccco2)o1)c1ccc(S(=O)(=O)N2CCCC2)cc1	-10	1	0	-15	5	0.2	14	2	7
65	COc1ccc(-n2c(SCC(=O)NCc3ccco3)nc3c([nH]c4ccccc43)c2=O)cc1	8	8	-1	1	-6	2.5	4	-7	-12
66	COc1cccc(N2CCN(c3ccc(S(=O)(=O)N4CCN(C)CC4)cc3[N+](=O)[O-])CC2)c1	-13	31	5	5	-7	10	7	-7	-9
67	Nn1cc(-c2ccccc2)nc1SCC(=O)Nc1ccc(S(N)(=O)=O)cc1	-17	0	-3	5	3	0.8	17	5	-3
68	CCCOc1ccc(N2CC(C(=O)NC(C)C)CC2=O)cc1 (stereo unspecified)	-16	0	-2	-2	8	0.1	11	-7	-5
69	CC(C)CCNC(=O)NC(=O)COc1c(F)c(F)cc(F)c1F	-13	0	-8	-16	-22	0.1	3	17	-3
70	O=C(Nc1ccc2c(c1)OCO2)N1CCN(C/C=C/c2ccccc2)CC1	-17	1	-3	-1	-1	-0.4	15	11	2
71	COC(=O)[C@H](C)N(Cc1ccc(Cl)c(Cl)c1)S(=O)(=O)CCNC1CCCC1	-7	7	0	3	7	1.9	15	-11	-4
72	O=C(Nc1nnc(Cc2ccccc2)s1)c1ccccc1	8	1	-4	2	-9	0.6	15	9	2
73	c1ccc(-c2ncc(CSc3nncn3-c3ccccc3)s2)cc1	-11	2	-4	4	6	1.4	16	2	-1
74	CCc1ccccc1NC(=O)CN1CCN(C(=O)CN2C(=O)NC3(CCCC3)C2=O)CC1	-2	0	2	2	6	0.2	-8	1	-8
